Screening results from PubChem BioAssay.
Furin inhibitor: human furin inhibitors, primary screen, biochemical, fluorescence intensity. P09958. purified furin, fluorogenic substrate cleavage. inhibition, % at 30 µM. 220,000 compounds, 0.061% hits. AID 463115, 2010; in the data active = inhibition above about 25%; also: inactives centre near -15
thrombin 1536: human alpha-thrombin inhibitors, primary screen, counter-screen for coagulation protease inhibitor project, biochemical, 1536-well, fluorogenic AMC substrate; Boc-VPR-AMC fluorogenic substrate cleavage; inhibition, % at 5 µM; 220,000 compounds, 0.26% hits; AID 1046, 2008;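 active = inhibition at or above 40%; inactive = inhibition below 40%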;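 also: 0% = enzyme with no compound and 100% = wells without enzyme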
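System – human alpha-thrombin protein · Reagent – Boc-VPR-AMC substrate, 15 µM final · Compound – 5 µM single dose in 0.2% DMSO · Schedule – reaction at room temperature · Technique – AMC fluorescence at 355 nm excitation and 460 nm emission · Read-out basis – % inhibition relative to enzyme controls and enzyme-free blanks · Control set – no-compound enzyme wells and no-enzyme blanks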
KCC2 mod: KCC2 cotransporter modulators, thallium flux, primary screen, cell-based, HEK293 KCC2, FluoZin-2 fluorescence, MLSMR; Solute carrier family 12 member 5 (Homo sapiens), Q9H2X9; KCC2 cells, thallium flux FluoZin-2 fluorescence; B-score of Tl+ flux slope (higher = more flux/activation; lower = inhibition) at 10 µM; 190,000 compounds, 2.2% hits; AID 1456, 2008;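 active = thallium flux slope and its plate-corrected score both differing from the plate sample mean at a set confidence after two filtering rounds, in either direction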;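 also: slope of fluorescence scaled to starting intensity during 10 to 20 s after thallium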
FXIa inh 1536: human FXIa protease inhibitors, primary screen, biochemical, 1536-well. AID 798, 2007. purified FXIa, Boc-Glu-Ala-Arg-AMC fluorogenic substrate. Coagulation factor XI (Homo sapiens), P03951. inhibition, % at 5 µM. 220,000 compounds, 0.14% hits;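 active = inhibition of at least 40%; inactive = inhibition below 40%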;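 also: fluorescence of freed AMC excited at 355 nm; 0% = enzyme without compound and 100% = no enzyme blank; many of its hits are not listed in these tables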
PERK inhibitor: block of dimerizer-induced PERK translation repression, primary screen, PERK inhibitor project, CHO PERK-DD cells, SEAP luminescence, HTS; Eukaryotic translation initiation factor 2-alpha kinase 3 (Homo sapiens), Q9NZJ5; CHO PERK-DD fusion, SEAP luminescence translation reporter; inhibition, % at 5.6 µM; 220,000 compounds, 0.17% hits; AID 1416, 2008;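 active = inhibition above the mean inhibition of all tested compounds plus 3 SD, set separately per screening campaign, cut at about 2.9% in these data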;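 also: PERK kinase domain activated by AP20187 dimerizer at 100 nM; 0% = DMSO with dimerizer and 100% = rapamycin at 8.4 µM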
hK5 inh: human KLK5 protease inhibitors, primary screen, biochemical, 1536-well; recombinant hK5, fluorogenic AMC substrate cleavage; inhibition, % at 5 µM; Kallikrein-5 (Homo sapiens), Q9Y337; 210,000 compounds, 0.59% hits;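 active = inhibition of 40% or more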;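 also: 0% = enzyme controls without compound and 100% = no-enzyme blanks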
Calpain2 inh: inhibitors of pig calpain II, primary screen, biochemical, fluorogenic peptide substrate, 1536-well; purified calpain II, 30 min; inhibition, % at 16 µM; 220,000 compounds, 0.37% hits;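 active = inhibition above about 50%, limit read from the data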
Rad51 HR inh: human RAD51 strand exchange inhibitors, primary screen, biochemical, fluorescence. DNA repair protein RAD51 homolog 1 (Homo sapiens), Q06609. AID 1385, 2008. inhibition, % at 10 µM. 200,000 compounds, 0.085% hits. hRad51 DNA strand exchange, fluorescence dequenching;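 active = inhibition above 40% at the single screening dose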;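 also: 0% = DMSO control wells and 100% = blanks with heterologous ssDNA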
Target sequence (Q06609 whole entry, looked up): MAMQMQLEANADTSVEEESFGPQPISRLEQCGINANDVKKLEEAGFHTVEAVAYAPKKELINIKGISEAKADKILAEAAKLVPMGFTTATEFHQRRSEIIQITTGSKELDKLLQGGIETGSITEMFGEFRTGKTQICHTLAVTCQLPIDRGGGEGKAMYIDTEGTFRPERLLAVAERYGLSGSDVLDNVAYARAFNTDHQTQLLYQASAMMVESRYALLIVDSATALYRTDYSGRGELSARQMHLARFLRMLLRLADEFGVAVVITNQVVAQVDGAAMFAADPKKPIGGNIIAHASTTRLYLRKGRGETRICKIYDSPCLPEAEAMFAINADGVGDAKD
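Test system: preformed human Rad51 ssDNA filaments. Compound dosing: single dose, 10 µM final compound. Incubation: filaments 15 min 37 °C, then compound 30 min. Technique: FRET fluorescence dequenching, excitation 485 nm, emission 520 nm. Read-out basis: percent inhibition from fluorescence, normalised to plate control and blank means. Benchmarks: plate controls and plate blanks.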
FXIIa inh: human FXIIa protease inhibitors, primary screen, biochemical, 1536-well; Coagulation factor XII (Homo sapiens), P00748; purified FXIIa, Boc-QGR-AMC fluorogenic substrate, 2 h; inhibition, % at 5 µM; 220,000 compounds, 0.3% hits; in the data active = inhibition above about 40%;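 also: 0% = enzyme with no compound and 100% = blank without enzyme; many of its hits are not listed in these tables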
Target sequence (P00748 20-372 limits assumed): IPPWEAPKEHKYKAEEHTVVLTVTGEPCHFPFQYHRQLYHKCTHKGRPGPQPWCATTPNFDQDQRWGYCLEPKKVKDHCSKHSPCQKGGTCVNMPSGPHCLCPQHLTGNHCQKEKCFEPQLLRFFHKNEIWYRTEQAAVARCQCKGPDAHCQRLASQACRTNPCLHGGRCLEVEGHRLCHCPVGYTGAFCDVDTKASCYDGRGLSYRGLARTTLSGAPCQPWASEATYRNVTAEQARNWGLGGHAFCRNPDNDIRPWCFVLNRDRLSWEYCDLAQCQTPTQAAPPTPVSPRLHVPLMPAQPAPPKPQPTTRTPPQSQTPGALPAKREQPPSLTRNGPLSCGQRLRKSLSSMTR
Target sequence (P00748 373-615 limits assumed): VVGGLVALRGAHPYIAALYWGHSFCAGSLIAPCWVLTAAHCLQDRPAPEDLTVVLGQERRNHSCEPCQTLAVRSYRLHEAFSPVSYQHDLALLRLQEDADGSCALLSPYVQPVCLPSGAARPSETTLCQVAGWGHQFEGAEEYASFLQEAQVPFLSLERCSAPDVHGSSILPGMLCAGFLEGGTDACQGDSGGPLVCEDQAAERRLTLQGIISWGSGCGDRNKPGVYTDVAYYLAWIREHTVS
Starred values were filed as active, the others as inactive; / = no result given; & = joins results of further samples; [ ] = another dose, or the depositor's remark.

Every second line gives: Furin inhibitor	thrombin 1536	KCC2 mod	FXIa inh 1536	PERK inhibitor	hK5 inh	Calpain2 inh	Rad51 HR inh	FXIIa inh
CSc1ccc2c(c1)C(N1CCN(C)CC1)Cc1ccccc1S2 (stereo unspecified)
    -16	-5	1.2	2	-1.9	-4	-1	7&7	6
COc1cc(NC(=O)C2=C(N3CCOCC3)/C(=C\c3ccc(N(C)C)cc3)CCC2)cc(OC)c1OC
    1	-9	-0.48	8	-0.5	-19	-121	-7	7
Cc1cc(=O)[nH]c2c1cnn2Cc1ccccc1
    -13[20 µM]	-13	0.98	-8	1.4	-11	-35	9	-19
N#Cc1cccc(NC(=O)COC(=O)c2ccccc2C(=O)c2ccc(Cl)c([N+](=O)[O-])c2)c1
    -26	-5	-0.5	12	1.1	-9	-29	3	13
O=C1CC(c2ccccc2)=NN1c1ccc([N+](=O)[O-])cc1
    -21	-12	-3.1	-3	-0.1	-1	22	5	6
Cc1cc(=O)oc2cc(OCC3CC(c4ccc(Cl)cc4)=NO3)ccc12 (stereo unspecified)
    -4[20 µM]	-3	/	-5	-0.5	-7	-179	-4	11
COc1ccc([C@H]2[C@H](C(=O)C(C)(C)C)N3N=Cc4ccccc4C3[C@]23N=C(c2ccccc2)OC3=O)cc1 (stereo partly specified)
    -6[20 µM]	0	-0.56	4	-1.1	-5	-27	1	19
COc1ccc(-c2cc(C(=O)NC3=NCCS3)c3ccccc3n2)cc1OC
    -14	-3	-0.0011	-2	0.4	1	-26	12	5
c1ccc(N2CCN(c3nnnn3-c3ccccc3)CC2)cc1
    -10	-9	0.008	-13	0.7	0	16	1	-6
CCOC(=O)N1CCN(C(=O)c2ccc3nc(SCc4ccc(F)cc4)n(C)c3c2)CC1
    -9	-2	-0.79	-1	-0.6	2	-25	/	-1
COc1ccc(NC(=S)NC(NC(=O)CCl)C(Cl)(Cl)Cl)c([N+](=O)[O-])c1 (stereo unspecified)
    -7	-1	0.32	-3	0.6	-11	-15	/	6
Cc1cc(C(=O)COC(=O)CC2Sc3ccccc3NC2=O)c(C)n1-c1ccc2c(c1)OCO2 (stereo unspecified)
    -2	-6	-0.61	2	0.0	-16	-30	5	1
Cc1cccnc1NC(=O)c1ccc(S(=O)(=O)N2CC(C)OC(C)C2)cc1 (stereo unspecified)
    -22	-7	0.86	-6	0.3	-4	-17	16	2
CN(C)/C=N/c1ncc(C(=O)c2ccc(Cl)cc2Cl)s1
    -18	-3	0.68	-1	0.2	-1	-20	7	10
C[C@@H]1CN(C2CCN(Cc3nc(C(c4ccccc4)c4ccccc4)no3)CC2)C[C@H](C)O1
    -30	-6	0.12	-4	-0.5	-3	-41	1	3
Cc1ccc(OC(F)F)c(NC(=O)Nc2cccc(C(F)(F)F)c2)c1
    -11[20 µM]	19	/	8	0.5	56*	23	/	20
S=C(NCc1ccco1)NCC1CCCO1 (stereo unspecified)
    -22	7	0.94	-1	1.9	-2	-3	13	7
CCSc1nnc(-c2cccc(S(=O)(=O)N(C)C)c2)n1-c1cc(OC)ccc1OC
    -16	-5	-0.31	-2	-0.5	-13	-4	1	20
COCc1cc(C)[nH]c(=O)c1C#N
    -77	-4	/	-22	0.3	-18	-146	3	-21
CCOc1nc(-c2ccccc2)ccc1-c1noc(COC)n1
    -11[20 µM]	-3	-0.43	4	-0.5	16	-16	-3	10
O=C(Nc1cc2c(cc1Cl)OCCCO2)c1ccco1
    -3	-4	0.3	-1	1.0	-14	3	/	2
CC(C)Sc1cc(N2CCOCC2)nc(-c2ccc(Cl)cc2)n1
    -23[20 µM]	-2	-1.5	8	-1.0	-1	5	3	10
O=C1CSC(c2ccccc2Br)N1c1ccc(Cl)cn1 (stereo unspecified)
    -12	-2	0.4	0	0.4	/	28	15	5
COc1cc(C(=O)N/N=C(\Cc2ncc[nH]2)c2ccccc2)cc(OC)c1OC
    -18	-1	-0.96	2	1.1	15	2	/	8
COc1ccc(OC)c(CN2CCCC(CCC(=O)N(C)CCc3ccccn3)C2)c1 (stereo unspecified)
    -25	-6	0.14	-2	0.0	/	-10	-16	7
NC(=O)CC(NC(=O)Cc1cccc2ccccc12)c1ccc(NCc2ccccn2)c([N+](=O)[O-])c1 (stereo unspecified)
    -23	6	-1	7	/	5	-9	0	12
COc1cc(/C=N/NC(=O)c2cc(-c3ccco3)nc3ccccc23)cc(OC)c1O
    6	-1	0.028	-4	0.1	-7	-66	2	0
Cc1ccc(C(=O)NCC(=O)OCC(=O)c2ccc3c(c2)NC(=O)CO3)cc1
    -34	4	0.37	1	0.7	3	-49	22	8
Cc1nc(C)n(CC(O)COc2ccc(C(=O)c3ccccc3)cc2)n1 (stereo unspecified)
    -31[20 µM]	-12	-0.17	-3	0.1	-26	48	-2	2
O=C(O)/C=C\C(=O)NCc1ccccc1
    -2[20 µM]	5	/	7	1.1	-14	-34	-1	17

Remaining list, next part
Every second line gives: Furin inhibitor	thrombin 1536	KCC2 mod	FXIa inh 1536	PERK inhibitor	hK5 inh	Calpain2 inh	Rad51 HR inh	FXIIa inh
CN(C)CC1CCCCC1OC(=O)c1ccc(Cl)cc1 (stereo unspecified)
    -9	-5	-0.013	6	-0.2	-5	9	-4	12
O=C(CN=C1NS(=O)(=O)c2ccccc21)OCC(=O)c1cc(F)ccc1F
    -31	3	-0.47	-1	1.2	-1	-32	27	3
CC(OC(=O)CN(C)S(=O)(=O)c1ccc(Cl)cc1)C(=O)Nc1cccc(Cl)c1 (stereo unspecified)
    -10[20 µM]	1	-0.65	0	0.3	-12	3	1	-2
O=C(O)c1ccccc1C(=O)Nc1ccc(Oc2cccc(C(F)(F)F)c2)nc1
    -21	1	0.0014	5	0.6	4	-7	8	13
COc1ccc(C2c3c(ccc4ccccc34)Oc3ncn4nc(CO/N=C/c5ccccc5)nc4c32)cc1 (stereo unspecified)
    -12[20 µM]	-5	0.93	1	-0.7	-26	-121	0	1
CC(C)(C)c1nc(S(=O)(=O)c2ccc(Cl)cc2)c(N2CCOCC2)o1
    -11[20 µM]	-1	-0.49	0	-0.5	-8	-60	-3	11
O=C(CNC(=O)c1ccco1)Nc1cc(Cl)ccc1N1CCOCC1
    -15	-3	0.93	-9	-0.6	-8	-9	3	4
COc1ccc(NC(=O)C2CCCN2S(=O)(=O)c2ccc(C)cc2)cc1 (stereo unspecified)
    -22[20 µM]	-1	-0.053	2	0.0	-10	-46	0	15
CC(C)(C)c1nnc2sc(SCC(=O)c3ccc4c(c3)OCCO4)nn2c1=O
    -30	-13	0.76	-1	-0.1	4	-16	4	10
Cc1c(C(=O)c2ccccc2)c(=O)n(C)c(=O)n1C
    -18	-3	0.63	-2	2.8	/	12	/	-95
CCn1c(=O)[nH]c(=O)c2c(N)c(C(=O)c3ccccc3OC)sc21
    4	-8	0.73	0	-0.6	0	14	4	6
CCc1nnc(NC(=O)Cn2nc(-c3ccccc3OC)ccc2=O)s1
    -22	0	0.48	3	0.7	4	-33	3	13
O=c1[nH]c(CSc2ncc(C(F)(F)F)cc2Cl)nc2cc(C(F)(F)F)ccc12
    -17	-2	1.1	-2	1.5	2	-31	-12	8
O=C(Nc1ccc2ccccc2c1)c1ccc(NS(=O)(=O)c2ccc(Br)s2)cc1
    -23	-6	0.4	6	1.1	-11	-2	0	9
CCOCN(C(=O)Cn1c(COC)nc2ccccc21)c1c(C)cccc1CC
    -23[20 µM]	-8	0.55	-3	-1.0	-10	-13	-2	-1
O=C(/C=C/c1cccc(F)c1)N1CCN(c2ncccn2)CC1
    -26	-14	-0.041	-4	0.9	2	-12	3	12
Cc1cc(C(=O)N/N=C/c2ccc([N+](=O)[O-])cc2)c2ccccc2n1
    -10	-3	/	1	0.0	-1	13	-5	7
CC(C)Cc1nnc(NC(=O)CCC(=O)N2CCN(c3ccccn3)CC2)s1
    -20[20 µM]	9	/	17	-0.6	2	-16	-3	20
CCOc1ccc(C)cc1S(=O)(=O)n1nc(C)cc1C
    -20	-4	-0.12	-9	2.2	-4	-3	7	-1
Cc1ccc(/C(N)=N/OC(=O)CCc2ccccc2)cc1
    -23[20 µM]	-7	/	-7	0.5	0	-2	5	0
O=C(Nc1cccc(Cl)c1)Nc1ccc(Cl)cn1
    -15[20 µM]	-4	-0.086	-8	0.0	-19	-25	-8	9
COc1ccc(C(=O)Nc2ccc(-c3nnn(CC(=O)NCc4ccco4)n3)cc2)cc1
    -4	-4	1.9	-3	-0.2	-2	-4	-9	2

Rewritten in markdown: part of the list above
| mol | Furin inhibitor | thrombin 1536 | KCC2 mod | FXIa inh 1536 | PERK inhibitor | hK5 inh | Calpain2 inh | Rad51 HR inh | FXIIa inh |
| --- | --- | --- | --- | --- | --- | --- | --- | --- | --- |
| O=C(CN=C1NS(=O)(=O)c2ccccc21)OCC(=O)c1cc(F)ccc1F | -31 | 3 | -0.47 | -1 | 1.2 | -1 | -32 | 27 | 3 |
| CC(OC(=O)CN(C)S(=O)(=O)c1ccc(Cl)cc1)C(=O)Nc1cccc(Cl)c1 (stereo unspecified) | -10[20 µM] | 1 | -0.65 | 0 | 0.3 | -12 | 3 | 1 | -2 |
| O=C(O)c1ccccc1C(=O)Nc1ccc(Oc2cccc(C(F)(F)F)c2)nc1 | -21 | 1 | 0.0014 | 5 | 0.6 | 4 | -7 | 8 | 13 |
| COc1ccc(C2c3c(ccc4ccccc34)Oc3ncn4nc(CO/N=C/c5ccccc5)nc4c32)cc1 (stereo unspecified) | -12[20 µM] | -5 | 0.93 | 1 | -0.7 | -26 | -121 | 0 | 1 |
| CC(C)(C)c1nc(S(=O)(=O)c2ccc(Cl)cc2)c(N2CCOCC2)o1 | -11[20 µM] | -1 | -0.49 | 0 | -0.5 | -8 | -60 | -3 | 11 |
| O=C(CNC(=O)c1ccco1)Nc1cc(Cl)ccc1N1CCOCC1 | -15 | -3 | 0.93 | -9 | -0.6 | -8 | -9 | 3 | 4 |

Pulled by compound from above (2):
Every second line gives: Furin inhibitor	thrombin 1536	KCC2 mod	FXIa inh 1536	PERK inhibitor	hK5 inh	Calpain2 inh	Rad51 HR inh	FXIIa inh
O=C(O)/C=C\C(=O)NCc1ccccc1
    -2[20 µM]	5	/	7	1.1	-14	-34	-1	17
COc1ccc(NC(=S)NC(NC(=O)CCl)C(Cl)(Cl)Cl)c([N+](=O)[O-])c1 (stereo unspecified)
    -7	-1	0.32	-3	0.6	-11	-15	/	6

Some of the compounds tested; count on the stated rates, not on these rows.
